# HIF-2a inh – inhibitors of HIF-2a; 786-0 RCC cells HIF-2a reporter, luciferase luminescence, overnight; inhibition, % at 18.8 µM; 0.72% of 360,000 active;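 active = inhibition of the luminescence signal of 40% or more relative to plate controls, in a single-dose primary screen at 18.75 µM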
# Shn3 3UTR inh – Schnurri-3 reporter inhibition in Clone20 osteoblasts | inhibition, % at 12.5 µM | Clone20 osteoblast Shn3 3'UTR firefly luciferase, 24 h | AID 588674 | 0.52% of 360,000 active;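 active = mean inhibition of at least 75% with every replicate also reaching 75%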;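 also: 0% = median of neutral control wells and 100% = pilot-screen positive control compound; some compounds past the cut are filed as inactive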
# m5-HT2A agonist – agonists of mouse serotonin 5-HT2A receptor (HTR2A); activation, % at 7.6 µM; CHO-K1 mHTR2A beta-arrestin complementation, luminescence; percent of 30 µM serotonin response; 0.66% of 360,000 active;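 active = activation above a run cutoff, the mean activation of all tested compounds plus 3 SD, cut at about 14% in these data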;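 also: 0% = plate median of compound wells and 100% = 30 µM serotonin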
# Target sequence (P35363 whole entry, looked up): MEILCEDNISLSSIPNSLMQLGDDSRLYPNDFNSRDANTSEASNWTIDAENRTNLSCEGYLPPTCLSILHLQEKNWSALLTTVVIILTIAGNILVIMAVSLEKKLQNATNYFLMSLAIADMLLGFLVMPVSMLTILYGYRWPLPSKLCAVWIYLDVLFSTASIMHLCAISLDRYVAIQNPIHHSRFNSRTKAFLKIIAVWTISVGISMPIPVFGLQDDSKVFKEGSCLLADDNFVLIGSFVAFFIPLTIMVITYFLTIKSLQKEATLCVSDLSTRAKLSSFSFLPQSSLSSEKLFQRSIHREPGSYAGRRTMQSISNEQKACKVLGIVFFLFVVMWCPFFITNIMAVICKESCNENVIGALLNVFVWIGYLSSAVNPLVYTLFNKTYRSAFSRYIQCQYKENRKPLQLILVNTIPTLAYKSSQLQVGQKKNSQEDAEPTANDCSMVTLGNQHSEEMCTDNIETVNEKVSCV
# H9c2 protect – myocardial damage modulation in H9c2 cells. H9c2 cardiomyocytes, H2O2 injury protection, ATPLite, 2 h. protection from H2O2 cell death, % at 20 µM. 0.63% of 360,000 active. AID 588492;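 active = compounds giving at least 50% protection of heart cells from peroxide-induced death in the single-dose screen, raw or plate-pattern-corrected value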;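 also: 0% = DMSO wells with peroxide and 100% = DMSO wells without peroxide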
# TRPM1 prom inh – inhibitors of MITF-driven TRPM1 promoter in melanoma cells; 0.83% of 330,000 active; SK-MEL-5 TRPM1 promoter luciferase, 24 h; AID 488899; inhibition, % at 12.5 µM;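 active = mean inhibition across replicates of 60% or more, whatever share of single replicates reaches that level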; also: values of inactives mirror those of a sister screen read the other way
# NR2E3 ag-1 – agonists of human nuclear receptor NR2E3; AID 2300; GST-NR2E3/biotin-RetCOR TR-FRET, 1536-well; Q9Y5X4; inhibition of corepressor binding, % at 4.78 µM; 0.12% of 320,000 active;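 active = percent inhibition above the cutoff of mean plus 3 SD of all tested compounds, set per screening campaign, cut at about 20% in these data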;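 also: 0% = DMSO wells and 100% = biotin wells as full block of FRET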
# Target sequence (Q9Y5X4 whole entry, looked up): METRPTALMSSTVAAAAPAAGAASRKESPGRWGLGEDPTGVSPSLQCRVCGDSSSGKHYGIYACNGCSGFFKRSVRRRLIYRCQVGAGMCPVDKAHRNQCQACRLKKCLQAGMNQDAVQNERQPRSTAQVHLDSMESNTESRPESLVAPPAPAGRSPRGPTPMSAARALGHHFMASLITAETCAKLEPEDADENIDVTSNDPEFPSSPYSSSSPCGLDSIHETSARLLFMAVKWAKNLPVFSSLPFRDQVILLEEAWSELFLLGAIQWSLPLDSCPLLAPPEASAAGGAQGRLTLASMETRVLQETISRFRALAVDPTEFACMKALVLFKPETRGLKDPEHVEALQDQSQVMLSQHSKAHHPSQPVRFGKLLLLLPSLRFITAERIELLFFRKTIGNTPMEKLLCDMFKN
#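 Format: 1536-well format; test system: GST-NR2E3 and biotin-RetCOR proteins; read-out basis: percent inhibition of TR-FRET ratio; timing: 5 h incubation at 4 °C; detection: time-resolved FRET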
# CaV13 FRET inh – Disruptors of the CACNA1D IQ motif to Ca2+-dependent inactivation inhibitor domain association, primary screening, Förster resonance energy transfer in intact living … | HEK cells, CFP/YFP FRET ICDI-IQ, plate reader, 10 min; percent FRET-ratio fall versus neutral wells | inhibition, % at 12.3 µM | 0.098% of 340,000 active;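 active = mean replicate inhibition of at least 30% and at least 1% of replicates passing that level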;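 also: 0% = median of the neutral control wells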
# NR2E3 ag-2 – agonists of human NR2E3 nuclear receptor; Q9Y5X4; CHO-S Gal4-NCOR/VP16-NR2E3 two-hybrid, luciferase; inhibition of corepressor binding, % at 3.98 µM; 0.35% of 360,000 active; AID 602229;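 active = inhibition above the mean of all tested compounds plus 3 SD, cut at about 70% in these data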;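 also: 0% = DMSO with NR2E3 transfected cells and 100% = cells lacking NR2E3 construct; higher means lower luciferase signal from less NR2E3 corepressor binding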
# PDI inh – blocks human protein disulfide isomerase activity | 0.052% of 350,000 active | PDI insulin aggregation turbidity, A650, 90 min | P07237 | inhibition, % at 10 µM;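 active = mean inhibition across replicates of 30% or more, whatever share of single replicates reach that level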;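 also: absorbance from insulin aggregation driven by PDI reduction with DTT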
# iPSC survival up – increases survival of single human iPS cells; hiPSC single-cell survival, ATPlite luminescence; 100% = ROCK inhibitor wells, 0% = DMSO; survival enhancement, % at 20 µM; 0.044% of 360,000 active; AID 602274; in the data active = survival enhancement above about 18%;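 also: cells exposed to compounds for 16 hours before the ATP read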
# Peg3 promoter – Peg3 promoter activity inhibition; HeLa PEG-Prom luciferase reporter, luminescence, overnight; inhibition, % at 20 µM; 1.7% of 360,000 active;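 active = inhibition of at least 50% at 20 µM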
# Starred values were filed as active, the others as inactive; nt = not tested or not shown. Rows were taken by chance; about 3.9% have a hit in one of these screens.
mol	HIF-2a inh	Shn3 3UTR inh	m5-HT2A agonist	H9c2 protect	TRPM1 prom inh	NR2E3 ag-1	CaV13 FRET inh	NR2E3 ag-2	PDI inh	iPSC survival up	Peg3 promoter
O=C(COC(=O)C1CC2C=CC1C2)NCc1ccco1 (configuration not stated)	0.3	-7.9	-8.9	1.3	0.2	-4.0	nt	-8.6	11.2	4.0	-2.0
CCC(=O)N(CCC(c1ccco1)C(C)C)Cc1ccccc1 (configuration not stated)	18.9	12.2	-9.0	5.3	-5.3	-5.9	-3.7	21.9	-5.5	-0.7	12.5
O=C(O)c1ccccc1-c1nc2ccccc2[nH]1	-28.0	-14.2	-1.0	-3.3	-13.1	5.0	-5.0	-30.9	-7.0	-2.3	-39.8
N#C[C@H]1C(O)C(O)c2ccccc2N1C(=O)c1ccccc1 (some centres not stated)	26.2	0.9	3.7	1.3	nt	0.8	nt	5.0	nt	-0.6	9.1
C/C(=N\NC(=O)c1cc(-c2ccc(C)s2)[nH]n1)c1ccco1	-195.9	-14.3	3.9	-3.0	-55.6	-0.7	-6.3	-16.3	-2.8	0.1	-154.9
COc1ccccc1CCc1nnc(CCC(=O)NCC(C)Oc2cccnc2)o1 (configuration not stated)	10.3	1.8	0.8	-1.6	1.6	-1.0	-6.3	7.9	-4.0	-1.2	7.3
Cc1ccc(CNC(=O)COC(=O)c2cccc(S(=O)(=O)N3CCCCC3)c2)cc1	3.1	-56.5	-2.6	-7.2	-0.2	6.2	-6.2	0.0	3.9	0.1	16.6
CCC(=O)N(Cc1cc(=O)[nH]c2ccccc12)c1ccccc1	4.7	-72.6	-1.3	3.2	4.6	1.2	8.4	-9.4	2.9	-0.4	16.8
O=C1c2ccccc2/C(=C\c2ccc3[nH]ccc3c2)N1c1ccccc1	-82.7	-33.0	-7.9	-14.0	-21.2	nt	-5.2	7.8	4.1	-3.6	-78.0
Nc1nc(SCc2ccccc2Cl)c2ncn(C3OC(CO)C(O)C3O)c2n1 (configuration not stated)	-19.4	7.2	-1.6	9.1	-14.2	nt	-6.2	-20.1	1.7	2.3	3.8
Cc1c(C)c2ccc(O[C@@H]3O[C@H](CO)[C@@H](O)[C@H](O)[C@H]3O)c(C)c2oc1=O	-6.2	-3.4	6.1	7.2	6.0	nt	-3.3	-36.3	3.9	0.1	-32.0
C/C(=N\Nc1ccc(S(N)(=O)=O)cc1[N+](=O)[O-])c1cccs1	-13.9	1.8	-0.7	-6.4	4.3	1.9	-5.2	-23.1	-3.9	-0.8	-16.4
CCCNC(=O)C12CCC(C)(C(=O)C1Br)C2(C)C (configuration not stated)	20.9	-17.6	0.8	1.9	-0.2	2.0	-14.5	-9.6	-0.8	2.8	4.1
COc1ccc(/C=N/N2CCOCC2)cc1Cn1cc([N+](=O)[O-])cn1	-12.6	-37.5	5.1	0.1	-14.3	0.0	1.0	-20.4	-0.7	-0.8	-6.1
COc1cccc(C(=O)Nc2nnc(S(=O)(=O)N(C)Cc3ccc(F)cc3)s2)c1	6.8	-17.9	-5.0	-5.0	2.2	0.9	-6.2	49.6	1.4	-0.6	16.4
Oc1ccccc1C=NNC(=S)NN=Cc1ccccc1O	-190.4	76.0	-5.1	19.3	0.2	nt	-6.5	-42.4	-2.5	4.0	-53.5
O=C(COC(=O)CCc1ccc(S(=O)(=O)N2CCOCC2)cc1)Nc1ccccc1OC(F)F	13.0	0.5	1.3	6.2	0.9	nt	-3.7	-16.8	4.8	-2.9	9.2
Cc1ccnc(NS(=O)(=O)c2ccc(NC(=O)C3COc4ccccc4O3)cc2)n1 (configuration not stated)	11.4	1.5	-5.3	8.0	9.9	0.6	-3.0	-29.4	-3.7	1.7	4.9
Cc1nnc(SCC(=O)N2CCc3ccccc3C2)s1	-27.0	-18.1	5.5	6.3	-8.0	3.3	-3.2	-24.6	4.9	-0.2	-29.9
CSc1ccc(Cl)c(C(=O)NC2CCCC2)c1	0.6	-3.6	3.9	3.5	4.5	-5.2	nt	-24.6	-3.7	0.6	-7.3
COc1ccc(N/N=C(/C#N)S(=O)(=O)c2nsc(C)c2C#N)cc1	-14.8	-16.1	1.0	40.1	-1.8	3.4	-5.7	-8.0	0.1	-0.4	4.6
O=C(Oc1ccnc2cc(Cl)ccc12)N1CCOCC1	21.9	12.0	3.1	1.2	9.8	1.5	-6.0	28.9	-3.1	-1.1	21.2
COC(=O)c1nn(-c2ccccc2)c(=O)cc1Oc1ccc(Cl)cc1	10.3	4.7	-0.7	2.2	8.7	1.2	-3.5	-25.7	-6.7	-3.0	8.0
COc1ccc(CC(=O)NC2CCN(CC(=O)N3CCCc4ccccc43)CC2)cc1OC	6.6	-0.8	1.0	-2.7	4.8	0.4	-5.5	18.9	-3.1	-0.3	35.5

# 3 entries out of the list above, arranged by the value under Shn3 3UTR inh, low to high:
Structure | HIF-2a inh | Shn3 3UTR inh | m5-HT2A agonist | TRPM1 prom inh | NR2E3 ag-1 | CaV13 FRET inh | NR2E3 ag-2 | PDI inh | Peg3 promoter
COc1ccc(CC(=O)NC2CCN(CC(=O)N3CCCc4ccccc43)CC2)cc1OC | 6.6 | -0.8 | 1.0 | 4.8 | 0.4 | -5.5 | 18.9 | -3.1 | 35.5
COc1ccccc1CCc1nnc(CCC(=O)NCC(C)Oc2cccnc2)o1 (configuration not stated) | 10.3 | 1.8 | 0.8 | 1.6 | -1.0 | -6.3 | 7.9 | -4.0 | 7.3
O=C(Oc1ccnc2cc(Cl)ccc12)N1CCOCC1 | 21.9 | 12.0 | 3.1 | 9.8 | 1.5 | -6.0 | 28.9 | -3.1 | 21.2

# Carrying on:
mol	HIF-2a inh	Shn3 3UTR inh	m5-HT2A agonist	H9c2 protect	TRPM1 prom inh	NR2E3 ag-1	CaV13 FRET inh	NR2E3 ag-2	PDI inh	iPSC survival up	Peg3 promoter
Cc1ccc(-c2cc(C(=O)N3CCN(C4CCS(=O)(=O)C4)CC3)c3ccccc3n2)cc1 (configuration not stated)	-137.7	-27.9	0.7	-8.1	-15.5	4.5	-5.3	-19.9	-7.6	-2.1	-80.0
Cc1ccc(-c2noc(C3CCCN(C(=O)c4ccc(F)cc4F)C3)n2)cc1 (configuration not stated)	-10.9	12.2	-3.0	-13.6	-3.0	2.9	-7.9	-2.9	6.5	-2.2	-13.1
CC(/C=N/Nc1nnc2c(n1)[nH]c1ccccc12)=C\c1ccco1	-137.2	-37.5	-3.3	-1.4	-20.1	2.6	nt	-22.9	2.6	2.5	-48.5
Cc1ccc(Nc2cc(C)c(O)c(C)c2)cc1	-6.1	-15.5	6.9	-10.7	-9.4	2.1	-19.5	-17.9	-10.7	-0.4	-11.1
Cc1c(S(=O)(=O)Nc2cc(Cl)ccc2Cl)c(=O)n(C)c(=O)n1C	4.4	-1.5	-2.6	-1.8	nt	0.5	-6.3	-21.3	nt	0.5	-2.8
Cn1cc(CCC(=O)NC2CC(C)(C)Cc3c2cnn3-c2ccc(F)cc2)cn1 (configuration not stated)	-21.7	-11.0	-4.9	0.9	8.1	nt	-6.3	30.9	-0.7	-0.2	-2.1
O=C1C2C3C=CC(O3)C2C(=O)N1Nc1ccccc1 (configuration not stated)	-2.0	66.7	-0.1	15.4	-4.0	nt	-6.3	4.1	-18.3	-1.5	-5.2
Cc1cccc(NC(=O)CSc2nnc(NC(=O)C3CC3)s2)c1C	10.6	16.8	6.1	-4.7	2.2	3.2	-4.6	1.0	6.3	0.6	-5.8
N#Cc1cc(S(=O)(=O)c2ccccc2)c(N)[nH]c1=O	-3.1	-2.8	-0.3	2.1	6.2	3.3	-4.7	3.8	1.0	7.5	-3.9
CCOC(=O)C1=C(COC(=O)/C=C/c2cccc(OC)c2OC)NC(=O)NC1C (configuration not stated)	-51.3	-7.0	-1.5	33.8	-17.3	1.8	-5.9	-12.1	-1.1	-0.1	-25.3
N#Cc1ccc(CC(C(=O)O)N2Cc3ccccc3C2=O)cc1 (configuration not stated)	5.0	-2.8	-3.1	4.2	-5.2	-1.0	-7.0	-31.8	1.1	-0.4	-1.4
Cc1cc(Cl)c2oc(C(=O)NC(C)c3ccncn3)c(C)c2c1 (configuration not stated)	-29.8	9.4	-3.8	-5.0	-18.1	-3.5	-7.7	-13.7	-1.7	-0.6	-3.7
CCCCNC(=O)CC(NS(=O)(=O)c1ccc(C)cc1)c1ccco1 (configuration not stated)	7.9	-10.4	8.6	-10.5	0.2	-1.1	-3.6	-9.9	-6.6	-1.3	4.8
CC1CN(C(=O)COC(=O)c2cc(=O)[nH]c3ccccc23)CC(C)O1 (configuration not stated)	4.9	10.3	5.2	3.4	nt	nt	-13.5	-12.7	9.5	0.6	-6.8
Cn1ccc2c(N3CCCCC3)cc3c(c21)C1CCC3C1 (configuration not stated)	-29.8	11.7	-0.9	-5.2	nt	nt	nt	-2.4	nt	0.6	-1.0
CCn1c(NCc2ccc(N(C)C)cc2)nc2ccccc21	-93.1	-18.1	-0.5	-10.0	-13.4	3.1	-6.8	-0.5	-0.5	-1.7	-86.0
Cc1ccccc1/C(N)=N/OC(=O)N1c2ccccc2Sc2ccccc21	-14.2	-14.3	-4.0	0.0	14.3	1.0	-7.7	-5.4	0.9	-1.8	-9.3
CCOC(=O)C1=C(C)N(c2ccc(C)cc2)C(=O)/C1=C\c1cccs1	-9.0	1.1	2.9	-4.7	-20.2	-1.5	-3.7	-9.9	-6.9	3.8	-7.2
CCOc1c(Cl)cc(C(=O)NCCN2CCCCC2)cc1Cl	-6.5	11.0	-17.9	-4.9	9.7	-0.5	-5.8	2.9	-99.8	-0.3	12.6
O=C(CCCSc1nc2ccccc2[nH]1)NCc1ccccc1F	-1.6	-12.6	-6.4	4.4	8.8	3.2	-4.4	10.7	1.7	0.0	-7.7
COc1ccc2c(C)cc(=O)oc2c1C	-4.3	3.2	-0.7	-0.9	-15.0	-0.2	-3.8	-9.8	3.3	3.8	7.3
CCN(CC(=O)NC(=O)NC1CCCC1)Cc1ccccc1	-6.8	0.1	-2.3	-2.5	4.8	1.2	-4.5	-28.3	-4.0	-0.3	4.2
CCOc1ccccc1C(=O)Nc1cccc(-c2ccc3nncn3n2)c1	-11.9	-14.2	-3.7	40.8	-4.7	0.9	-5.8	-3.8	-1.9	0.1	17.2
O=C(Nc1ccc(C(=O)N2CCOCC2)cc1)c1cnn2c(C(F)F)cc(-c3ccccc3)nc12	23.2	20.2	-1.9	55.4*	5.4	-0.5	-2.2	-35.1	-5.5	0.2	41.1
CC(=O)Nc1ccc(NC(=O)COc2cccc3ccccc23)cc1	14.4	15.0	-2.6	-3.5	nt	nt	-6.2	-9.6	0.9	1.4	-3.5
N#CC1=C(N)N(c2ccc(F)cc2)C(=O)C1	0.5	3.9	0.0	6.1	2.2	1.1	-9.8	-2.0	7.2	-0.4	-1.2
CCN=C(NS(=O)(=O)c1ccc(Br)cc1)c1ccc(Cl)cc1	2.4	-7.7	-7.3	-0.1	-1.7	4.8	-0.7	-0.9	2.7	1.2	-1.2
Cc1cc(=O)oc2c(C)c(OC(C)C(=O)NC3CCN(Cc4ccccc4)CC3)ccc12 (configuration not stated)	4.3	45.8	-5.8	1.8	-13.7	-0.6	-7.1	-3.3	9.2	-0.3	6.1

# Compound activity deposited in PubChem by several laboratories.
